Bioassay records as filed in PubChem.
All columns: NCI-60 one-dose screen, growth in % after 48 h at 10 µM unless noted; 100 = growth as untreated, 0 = no growth, -100 = all killed.
UACC-62 – UACC-62 melanoma; actives 5.4% (n = 81,000)
SK-MEL-2 – SK-MEL-2 melanoma; actives 4.7% (n = 77,000); AID 1794763
MALME-3M – MALME-3M melanoma; actives 5.8% (n = 78,000); AID 1794766
UACC-257 – UACC-257 melanoma; AID 1794764; actives 4.4% (n = 78,000)
HS 578T – HS 578T breast cancer; actives 4.1% (n = 78,000); AID 1794788
LOX IMVI – LOX IMVI melanoma; actives 7.4% (n = 79,000)
SK-MEL-28 – SK-MEL-28 melanoma | actives 4.1% (n = 81,000) | AID 1794761
SK-MEL-5 – SK-MEL-5 melanoma; actives 6.4% (n = 80,000); AID 1794755
Active calls of the source: *; / = no result given; [ ] = dose if it differs, or a comment. Rule for the calls: active = growth percent below 10; inactive = the rest.

SMILES	UACC-62	SK-MEL-2	MALME-3M	UACC-257	HS 578T	LOX IMVI	SK-MEL-28	SK-MEL-5
CC(=O)CC(=O)NC(C)(C)C	107.8	101.1	93.6	85.4	114.8	96.3	107.1	109.1
C=C(C)[C@H]1CC2=C(C(=O)OC)C=C(O2)[C@H]2O[C@]2(C)C[C@H]2C=C(CC1=O)C(=O)O2	94.3	113.1	101.6	105.1	99.3	99.5	103.3	102.9
COc1ccc(C2=Nc3c(C)nn(-c4ccccc4)c3NC(c3ccc(Oc4nc5c(c(=O)n(C)c(=O)n5C)n4C)c(OC)c3)C2)cc1 (configuration not stated)	84.0	105.5	115.1	106.6	116.7	103.1	119.0	93.6
O=C1c2ccccc2C(=O)N1CCC[P+](c1ccccc1)(c1ccccc1)c1ccccc1	101.7	128.3	89.7	83.6	99.1	101.4	98.3	98.7
COc1cccc(C(C#N)NCCCNC(C#N)c2cccc(OC)c2OC)c1OC (configuration not stated)	99.0	100.0	109.0	114.2	109.0	98.0	116.8	110.9
Cc1cc(C)n(-c2cn3c(-c4ccccc4)csc3n2)n1	89.4	97.6	94.1	104.8	105.7	91.9	102.4	94.2
CC1(C)C(=O)/C(=C\c2cccnc2)C[C@]2(C)[C@H]3CC[C@@H]4[C@@H](C(=O)/C=C/c5ccncc5)CC[C@@]4(C)[C@]3(C)CC[C@@H]12	-26.7*	-3.0*	0.4*	49.3	31.7	/	26.7	-10.9*
CC(C)(C)[Si](C)(C)OC1[C@@H](CNC(N)=O)O[C@@H](n2cnc3c(NC(=O)Nc4ccccc4)ncnc32)[C@H]1O[Si](C)(C)C(C)(C)C (some centres not stated)	83.3	80.9	75.4	78.6	58.7	32.3	92.7	76.9
O=C(c1ccncc1)N1N=C(c2ccccc2)C[C@H]1c1cn(-c2ccccc2)nc1-c1ccccc1	102.2	99.4	93.0	102.0	120.2	82.7	92.5	102.3
COc1cc(CNS(=O)(=O)c2ccc(C)cc2)ccc1OCc1cn(-c2ccc(Cl)cc2)nn1	89.5	101.9	94.8	109.7	90.8	97.1	99.6	93.0
CC1=NN(c2ccc([N+](=O)[O-])cc2)C(=O)C1	97.2	99.1	/	102.3	92.9	88.2	122.6	97.0
O=C(CSc1nnc2sc(Nc3ccccc3)nn12)c1ccc(Cl)cc1	90.4	105.3	108.1	100.0	102.5	100.1	108.9	96.4
CN(C)c1oc(C2OC2c2ccccc2)nc1C#N (configuration not stated)	76.1	99.4	95.9	83.0	90.1	99.3	87.8	102.0
CCCCCCCCCCCCSC1=CC(=O)C=CC1=O	96.4	90.1	102.4	73.2	63.8	28.1	109.7	97.5
COc1cccc(-c2cc(=O)oc3cc(O)ccc23)c1	94.3	95.2	90.8	100.3	106.0	99.2	105.2	93.6
CCOC(=O)n1c(-c2c(N)n[nH]c2N)nc2ccccc21	81.8	102.6	90.8	99.1	74.4	90.2	104.5	84.9
O=C(Nc1ccc(Cl)c2c1C(=O)c1ccccc1C2=O)c1ccccc1	101.7	105.8	111.9	116.9	120.2	104.7	108.3	111.6
Nc1nc2c(s1)CCc1c-2c(Br)n(Cc2ccccc2)c1Br	78.3	99.7	37.8	96.9	96.9	86.1	100.3	89.3
Cn1c(=O)c2[nH]c(N/N=C/c3cccc(Br)c3)nc2n(C)c1=O	98.7	103.2	101.5	111.2	118.8	112.5	120.1	93.7
NS(=O)(=O)c1ccc(CCNCCC(=O)c2ccccc2)cc1	89.6	80.1	89.4	103.3	88.1	93.4	101.4	97.4
COCCCNS(=O)(=O)c1ncnc2nc[nH]c12	112.3	146.9	106.5	/	103.8	111.4	151.8	109.0
COc1cc2c(c(OC)c1OC)-c1cc(I)c(O)cc1[C@@H](NC(C)=O)CC2	17.8	53.4	80.2	61.9	76.4	24.4	76.7	-15.2*
FC(F)(F)c1[nH]ncc1-c1nc2ccc3n[nH]c(C#Cc4cccnc4)c3c2c2c1CCCC2	26.8	65.8	22.8	57.7	13.8	33.6	32.4	/
O=S(=O)(Nc1cnnc(Cl)c1)c1ccc(Nc2nc(=S)[nH][nH]2)cc1	93.5	109.1	98.6	95.4	96.9	102.9	102.0	99.2
CC(=O)Nc1nonc1-c1nc2ccccc2n1Cc1cccc(C(F)(F)F)c1	95.0	/	86.9	85.7	42.8	96.6	102.8	101.7
Cc1ccc(C2=NN(c3nc(-c4cc5ccccc5oc4=O)cs3)C(c3ccccc3)C2)cc1 (configuration not stated)	79.4	90.3	94.6	104.4	66.5	89.8	111.0	102.6
COc1ccc(/C=C2\Oc3cc(OCCCCN4CCCCC4)ccc3C2=O)cc1OC	92.7	109.6	92.0	103.4	93.7	94.0	101.6	94.0
CCCCCCCCCNc1ccc(C(=O)O)cc1C(F)(F)F	89.6	98.9	120.4	102.3	107.1	/	111.4	100.4
C=CCNC(N)=O	109.4	/	101.6	102.2	88.0	106.2	110.6	105.5
C=CCn1c2c(c3ccccc31)CC1CN(Cc3ccco3)C(=O)C1C2C(=O)O (configuration not stated)	98.9	99.8	92.9	97.0	102.9	96.1	102.9	101.6
O=C(O)C1(NC2CCCCC2)CCCCC1	101.1	93.9	90.6	113.9	/	98.7	106.1	104.1
CCOC(=O)/C(=C/c1ccc(OC)c(OC)c1)P(=O)(OCC)OCC	100.3	133.1	116.1	71.0	118.3	103.8	100.8	89.0
CC(CCCO)Nc1ccnc2cc(Cl)ccc12 (configuration not stated)	94.9	111.7	90.5	95.0	111.6	93.9	117.6	96.4
CC1(C)CC(C(=O)OCCCCCCCCCCC[P+](c2ccccc2)(c2ccccc2)c2ccccc2)C(C)(C)N1O (configuration not stated)	-69.3*	-45.8*	-68.3*	-77.1*	-44.0*	117.1	-95.2*	-97.6*
C#C[C@]1(O)CCC2C3CCC4=Cc5oncc5C[C@]4(C)C3CC[C@@]21C (some centres not stated)	40.0	86.0	76.9	90.5	48.7	80.0	104.0	59.9
COc1cc(N=Nc2ccccc2C(=O)O)ccc1O	99.2	83.2	188.2	93.1	152.9	109.2	109.1	111.5
Nc1nccc(N2CCCCC2)n1	99.0	117.7	111.8	95.2	107.4	99.2	105.0	108.6
CCOC=C(C(=O)OCC)C(=O)OCC	101.4	118.7	98.0	107.4	/	103.5	104.8	96.9
COc1ccc(OC)c(-c2cc(-c3ccc(Cl)cc3)c(C#N)c(SCC(=O)c3ccccc3)n2)c1	79.7	110.3	78.8	85.3	68.2	79.1	69.8	84.3
COc1ccc(/C=N\NC(=O)CCCC(=O)N/N=C/c2ccc(OC)c(OC)c2)cc1OC	91.7	101.0	143.8	101.0	107.1	100.5	104.5	109.4
CC[C@]12C=CCN3CC[C@@]4(c5cc(C#Cc6cccc(Nc7ncnc8cc(OCCOC)c(OCCOC)cc78)c6)c(OC)cc5N(C)[C@H]4[C@@](O)(C(=O)OC)[C@@H]1OC(C)=O)[C@@H]32	84.0	120.2	105.0	92.1	87.3	69.3	96.8	37.7
CCCCCCCC/C=C/CCCCCCCCC1=NCCN1CCO	90.5	95.1	85.8	83.5	81.0	-7.5*	90.5	85.6
CCC(C)/C=C/c1cc(O)cc(=O)o1 (configuration not stated)	97.2	110.1	116.1	83.6	98.6	91.9	101.3	99.7
COc1ccc2oc(=O)cc(C3OC4=C(C(=O)CCC4)C3c3cc(=O)oc4ccc(C)cc34)c2c1 (configuration not stated)	85.1	99.1	98.6	100.9	94.8	97.3	102.0	102.4
Brc1ccccc1/C=N/Nc1ncnc2sc3c(c12)CCNC3	96.4	111.3	113.6	117.1	102.5	92.8	104.3	93.8
Oc1ccc(Cl)cc1-c1cc(-c2ccccc2Cl)[nH]n1	59.5	77.5	71.1	81.8	/	51.7	89.7	68.7
NC(=O)c1cc2ccccc2cc1O	104.8	91.6	96.5	105.3	105.0	93.9	108.3	102.3
CC(=O)OCC(=O)[C@@]1(O)CCC2C3CCC4=CC(=O)CC[C@]4(C)[C@@]3(F)[C@@H](O)C[C@@]21C (some centres not stated)	100.5	104.1	73.9	104.3	128.8	101.6	110.2	105.1

Arranged by length of the SMILES (smallest number first): some entries from above.
SMILES	UACC-62	SK-MEL-2	MALME-3M	UACC-257	HS 578T	LOX IMVI	SK-MEL-28	SK-MEL-5
Nc1nccc(N2CCCCC2)n1	99.0	117.7	111.8	95.2	107.4	99.2	105.0	108.6
NC(=O)c1cc2ccccc2cc1O	104.8	91.6	96.5	105.3	105.0	93.9	108.3	102.3
CCOC=C(C(=O)OCC)C(=O)OCC	101.4	118.7	98.0	107.4	/	103.5	104.8	96.9
CCC(C)/C=C/c1cc(O)cc(=O)o1 (configuration not stated)	97.2	110.1	116.1	83.6	98.6	91.9	101.3	99.7
CCCCCCCC/C=C/CCCCCCCCC1=NCCN1CCO	90.5	95.1	85.8	83.5	81.0	-7.5*	90.5	85.6
Oc1ccc(Cl)cc1-c1cc(-c2ccccc2Cl)[nH]n1	59.5	77.5	71.1	81.8	/	51.7	89.7	68.7
C#C[C@]1(O)CCC2C3CCC4=Cc5oncc5C[C@]4(C)C3CC[C@@]21C (some centres not stated)	40.0	86.0	76.9	90.5	48.7	80.0	104.0	59.9
COc1ccc(/C=N\NC(=O)CCCC(=O)N/N=C/c2ccc(OC)c(OC)c2)cc1OC	91.7	101.0	143.8	101.0	107.1	100.5	104.5	109.4
COc1ccc(OC)c(-c2cc(-c3ccc(Cl)cc3)c(C#N)c(SCC(=O)c3ccccc3)n2)c1	79.7	110.3	78.8	85.3	68.2	79.1	69.8	84.3
COc1ccc2oc(=O)cc(C3OC4=C(C(=O)CCC4)C3c3cc(=O)oc4ccc(C)cc34)c2c1 (configuration not stated)	85.1	99.1	98.6	100.9	94.8	97.3	102.0	102.4
CC1(C)CC(C(=O)OCCCCCCCCCCC[P+](c2ccccc2)(c2ccccc2)c2ccccc2)C(C)(C)N1O (configuration not stated)	-69.3*	-45.8*	-68.3*	-77.1*	-44.0*	117.1	-95.2*	-97.6*
CC(=O)OCC(=O)[C@@]1(O)CCC2C3CCC4=CC(=O)CC[C@]4(C)[C@@]3(F)[C@@H](O)C[C@@]21C (some centres not stated)	100.5	104.1	73.9	104.3	128.8	101.6	110.2	105.1

Continued:
SMILES	UACC-62	SK-MEL-2	MALME-3M	UACC-257	HS 578T	LOX IMVI	SK-MEL-28	SK-MEL-5
COC(=O)[C@@H](Cc1ccccc1)n1cc(COC(=O)c2cccc3c(=O)c4ccccc4n(Cc4cn([C@H](Cc5ccccc5)C(=O)OC)nn4)c23)nn1	87.5	/	97.9	111.0	98.5	94.0	110.5	99.9
CCOC(=O)c1nc(Oc2ccc(NC(=O)Nc3ccccc3)cc2)c2ccccc2n1	92.5[5.56 µM]	100.6[5.56 µM]	88.6[5.56 µM]	91.9[5.56 µM]	92.2[5.56 µM]	102.3[5.56 µM]	101.6[5.56 µM]	95.2[5.56 µM]
O=C1C=CC(Nc2ccccc2[N+](=O)[O-])C1Nc1ccccc1[N+](=O)[O-] (configuration not stated)	-68.9*	67.9	-89.7*	28.7	32.0	-97.3*	-92.9*	45.0
Cc1cc(N)n(S(=O)(=O)c2oc(-c3ccccc3)nc2C#N)n1	90.8	89.7	-49.0*	101.5	115.7	68.2	105.6	100.4
CCCCSc1nc(NC2CC2)c(C#N)c(-c2ccc(C(C)C)cc2)n1	95.5	96.3	104.0	99.7	101.1	92.0	103.9	100.1
CCOC(=O)/C=C(\C)C(F)(F)F	100.4	116.4	111.0	107.7	112.1	/	113.5	100.8
C=C1C(=O)O[C@H]2[C@H]1CC/C(COC(=O)NCc1cc3ccccc3[nH]1)=C\CC[C@@]1(C)O[C@@H]21	/	52.7	-59.4*	46.2	79.3	-15.8*	-26.9*	9.3*
CCCCC(CCCC)NC(C)CO (configuration not stated)	111.8	110.5	100.6	97.9	136.5	103.9	123.6	115.8
O=S(=O)(Nc1ccccc1)N1CCCCC1	84.4	107.1	110.3	103.8	115.6	103.2	122.5	101.9
COc1ccc(N=C2c3ccccc3-c3ccccc32)cc1	63.4	96.6	110.7	/	83.4	57.9	104.1	92.6
c1ccc(COC(CN2CCOCC2)c2ccccc2)cc1 (configuration not stated)	103.3	107.4	95.1	97.4	110.4	95.0	114.9	91.3
COc1ccccc1C(C[N+](=O)[O-])c1c(-c2ccccc2)[nH]c2ccccc12 (configuration not stated)	60.9	85.8	93.1	82.8	92.2	86.6	93.8	96.1
O=C(O)/C=C\c1c[nH]c2nccnc12	101.0	114.7	103.2	102.3	105.2	96.4	97.2	100.6
COc1cc(C2=NN(c3ccc(Cl)cc3)C(c3cccc(Nc4ccnc5cc(Cl)ccc45)c3)C2)cc(OC)c1OC (configuration not stated)	104.2	/	86.9	78.1	/	87.8	103.6	96.5
O=C(O)c1nn(-c2ccccc2)nc1N1CCCC1	99.5	99.0	107.3	103.1	105.7	100.7	108.6	104.5
O=C(Oc1ccc(Br)cc1)c1ccccc1C(=O)c1ccccc1	101.8	115.7	/	95.2	83.6	85.3	117.4	101.0
CO[C@]12C=C/C(=C(/C(=O)OCc3cccnc3)C(=O)CCCCCCCC[C@]3(OC)C=C/C(=C(/C(=O)OCc4cccnc4)C(=O)CCCCCCCC1)O3)O2	-82.5*	-44.8*	-38.4*	-43.2*	30.6	-82.3*	-86.3*	-92.9*
Fc1cccc(/C=C/c2nn3c(-c4cccnc4)nnc3s2)c1	88.7	/	113.6	104.2	112.6	99.9	97.1	98.9
FC(F)(F)c1c(-c2nnnn2-c2ccc(Cl)cc2)cnn1-c1ccccn1	78.4	85.1	128.0	88.7	93.6	90.8	111.8	62.8
Nc1ccc(Sc2ccc3c4c2cccc4c(=O)n2c4ccccc4nc32)cc1	31.9	84.1	34.0	71.0	59.6	29.2	73.7	39.4
COc1nc2c(c(=O)n1C)CN(c1ccccc1)C=N2	95.8	93.9	148.5	100.1	102.6	103.7	119.1	101.5
COc1cccc(C2=NN(c3ccc(-c4ccccc4)nn3)C(c3ccc(F)c(OC)c3)C2)c1 (configuration not stated)	87.0	98.1	101.0	104.5	94.1	/	106.0	84.9
